Screens from PubChem.
BL2 CD40 inh = CD40 pathway inhibition in BL2 cells | BL2 NF-kB luciferase reporter, CD40L-induced, 4 h | 83,000 tested, 0.94% active | AID 1053188 | inhibition, % at 10 µM;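 active = mean inhibition of at least 50% with a set share of replicates also reaching that level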;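 note: 0% = neutral control wells and 100% = IKK inhibitor VII at 50 µM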
* = called active by the depositor; & = joins results of further samples; [ ] = remark or other dose. This is a subset; the hit share may differ from the screen's.

| canonical_smiles | BL2 CD40 inh |
| --- | --- |
| Cc1cc(C)n2ncc(C(=O)NCc3cccnc3)c2n1 | 11.4 |
| Nc1ccccc1S(=O)(=O)C(F)F | 1.7 |
| C1CCN=C(NC23CC4CC(CC(C4)C2)C3)CC1 | -1.1 |
| CO[C@H]1CN(C)C(=O)c2ccc(NC(=O)c3cccc(F)c3)cc2OC[C@@H](C)NC[C@@H]1C | -3.6[25 µM] |
| Cc1ccccc1NC(=O)Cn1cccc1 | 5.8 |
| CCOC(=O)Cc1nn[nH]n1 | -24.3 |
| O=C(Cc1cccc2ccccc12)NCC1CCCO1 (stereo unspecified) | 2.8 |
| COc1ccc(C(=O)NCCSCc2ccccc2)cc1OC | 15.3 |
| CCOC(=O)n1c(=O)[nH]c2ccc(Br)cc21 | 11.3 |
| CCOC(=O)c1ccc(-c2cc(C)no2)[nH]1 | -6.0 |
| Cc1ccc2nc(SCC(=O)NCc3ccc(F)cc3)nc(=O)n2c1 | 10.7 |
| O=C(/C=C/c1cccc(F)c1)Nc1ccc(S(=O)(=O)N2CCOCC2)cc1 | 0.8 |
| COc1cc(C=CC(=O)N2CCN(CC(=O)N3CCCC3)CC2)cc(OC)c1OC | 7.6 |
| CCCS(=O)(=O)c1nc(S(=O)(=O)c2ccc(C)cc2)c(NCc2ccccn2)s1 | 6.9 |
| COc1ccc(CCn2c(C)nc3c(c(=O)c4ccccc4n3C)c2=O)cc1 | 11.1 |
| Cn1c(C(=O)NCCN2CCOCC2)cc2c(=O)n(C)c3ccccc3c21 | -4.4 |
| COc1ccc2nc(NC(=O)C3CCN(C(=O)c4ccc(F)cc4)CC3)sc2c1 | -10.7 |
| CCOc1ccc(N2C(=O)C(Cl)=C(Nc3ccccc3O)C2=O)cc1 | -22.9 |
| Cc1cccc(C(C)C)c1NC(=O)COC(=O)CNS(=O)(=O)c1ccccc1 | 10.2 |
| Cc1ccc(-n2cc(CN3CCN(Cc4nccn4C)CC3)c(-c3cccc(C)c3)n2)cc1 | -29.1 |

Retrieved by compound from above (three):
| canonical_smiles | BL2 CD40 inh |
| --- | --- |
| CCOc1ccc(N2C(=O)C(Cl)=C(Nc3ccccc3O)C2=O)cc1 | -22.9 |
| COc1ccc(C(=O)NCCSCc2ccccc2)cc1OC | 15.3 |
| Cn1c(C(=O)NCCN2CCOCC2)cc2c(=O)n(C)c3ccccc3c21 | -4.4 |

Next results:
| canonical_smiles | BL2 CD40 inh |
| --- | --- |
| CCN(C(=O)Cn1cnc2ccccc2c1=O)C1CCS(=O)(=O)C1 (stereo unspecified) | 6.2 |
| CNC[C@H]1Oc2ncccc2C(=O)N(C)C[C@@H]1C | -5.6 |
| CCCCc1nnc(NC(=O)c2oc3ccc(OC)cc3c2C)s1 | -30.8 |
| CCCNC(=O)[C@@H]1[C@@H](CO)[C@@H]2Cn3c(ccc(-c4ccc(F)cc4)c3=O)[C@@H]2N1CC | -0.2[25 µM] |
| O=C(CCC(=O)N1CCN(c2ccccn2)CC1)Nc1nnc(C2CCCCC2)s1 | -5.0 |
| N#Cc1c(N)oc(-c2ccco2)c1-c1ccco1 | -1.6 |
| COc1ccccc1OCc1ccc(C(=O)NCc2cccnc2)o1 | -2.6 |
| Cc1noc(C)c1C(=O)Nc1ccc(S(=O)(=O)N2CCC(C)CC2)cc1 | 16.2 |
| C[C@@H]1CN([C@@H](C)CO)C(=O)c2c(c3ccccc3n2C)-c2ccccc2CO[C@@H]1CN(C)S(=O)(=O)c1ccc(F)cc1 | -5.3 |
| Cc1nc2ncnn2c(C)c1CCC(=O)NCc1ccc2c(c1)OCO2 | -1.6 |
| CCOC(=O)C1=C(COC(=O)COc2cc(C)ccc2C)NC(=O)NC1C (stereo unspecified) | -0.4 |
| O=C(Nc1ccc2c(c1)OCO2)N1[C@@H]2CNC[C@H]1C2c1ccc(-c2ccncc2)cc1 (stereo partly specified) | -0.7&-2.3 |
| O=C1CC(c2ccccc2)CC(=O)C1CS(=O)(=O)c1ccccc1 (stereo unspecified) | -4.5 |
| O=S(=O)(c1ccc2oc3ccccc3c2c1)N1CCOCC1 | 7.1 |
| O=S(=O)(c1ccc(-c2ccccn2)s1)N1CCC2(CC1)OCCO2 | 1.4 |
| Nc1ccc2c(C(F)(F)F)cc(C(F)(F)F)nc2n1 | 5.8 |
| C[C@H](O)C#Cc1ccc([C@@H]2[C@H](CO)N3CCCCN(C(=O)c4ccncc4)C[C@@H]23)cc1 | 6.7[25 µM] |
| CCOC(=O)Cc1csc(SCC(=O)Nc2oc(C)c3c(C)n[nH]c(=O)c23)n1 | 5.3 |
| CC1CCN(c2ccc(C=O)o2)CC1 | 3.1 |
| CCCCc1ccc(S(N)(=O)=O)cc1 | -16.1 |
| O=C(C[C@@H]1C[C@H]2c3cc(NC(=O)c4ccc5c(c4)OCO5)ccc3O[C@H]2[C@@H](CO)O1)NC1CCCCC1 | -1.2[25 µM] |
| O=C(NCc1ccccn1)C(=O)N/N=C/c1ccc2c(c1)OCO2 | -20.8 |
| C/C=C/c1ccc([C@@H]2[C@H](CO)N(CC3CCCC3)C23CN(S(=O)(=O)CC)C3)cc1 | 25.5[25 µM] |
| COc1ccccc1/C(C)=N/Oc1cc(N)cc([N+](=O)[O-])c1 | -19.8 |
| COC(=O)C(NC(=O)c1ccccc1C(=O)O)c1ccc2ccccc2c1 (stereo unspecified) | 8.0 |
| C[C@@H]1CN([C@@H](C)CO)C(=O)CCCn2cc(nn2)CO[C@H]1CN(C)Cc1ccc(C(=O)Nc2ccccc2N)cc1 | -14.2[25 µM] |
| CCOC(=O)c1c(C)[nH]c(C)c1C(=O)COC(=O)Cc1n[nH]c(=O)c2ccccc12 | 0.0 |
| O=C(CSc1nc2[nH]ncc2c(=O)[nH]1)Nc1cccc(Cl)c1 | 20.6 |
| Cc1cc(=O)[nH]c(SCC(=O)Nc2cc(S(=O)(=O)N(C)C)ccc2Cl)n1 | 5.2 |
| COc1cccc(/C=N/NC(=O)c2ccccc2NC(=O)c2ccco2)c1OC | -14.2 |
| CCCCN(C(=O)c1ccc(-n2nc(C)cc2C)cc1)c1c(N)n(CCC)c(=O)[nH]c1=O | -1.4 |
| Cc1cccnc1NC(=S)Nc1ccc(Cl)c(Cl)c1 | -61.2 |
| COCCn1c(SC2CCCCC2=O)nnc1-c1ccncc1 (stereo unspecified) | 12.1 |
| O=C(C[C@H]1C[C@H]2c3cc(NC(=O)NC4CCCCC4)ccc3O[C@H]2[C@@H](CO)O1)NCc1ccncc1 | 1.1 |
| O=C(NNC(=O)c1ccc(Br)o1)c1ccc(NC(=O)c2ccccc2)cc1 | -2.0 |
| CC(C)(C)NCC(O)COc1ccccc1C(=O)CCc1ccccc1 (stereo unspecified) | 25.3 |
| CC(C)(O)C#Cc1cccc(-c2nc(C(=O)O)cc3c2[C@@H](CCO)N(S(=O)C(C)(C)C)C3)c1 (stereo partly specified) | -14.7[25 µM] |
| CC1(C)Cc2ccccc2C(Nn2cnnc2)=N1 | 9.4 |
| COc1ccc2c3c([nH]c2c1)[C@@H](CO)N(Cc1cc(F)ccc1F)CC31CN(C(=O)C2CCC2)C1 | 23.3[25 µM] |
| CCc1ccccc1NC(=O)N[C@H](C(=O)O)C(C)CC (stereo partly specified) | 2.0 |
| CCOC(=O)N1CCC(Nc2c(Nc3ccc(C)c(C)c3)c(=O)c2=O)CC1 | -14.3 |
| COC(=O)CCNS(=O)(=O)c1ccc2ccccc2c1 | 10.0 |
| CC(C)c1cn(CC[C@H]2CC[C@H](NS(=O)(=O)c3ccc(F)cc3)[C@@H](CO)O2)nn1 | 2.5[25 µM] |
| Cc1cc(Br)cc(Cl)c1OCC(=O)N1CCN(C(=O)c2ccco2)CC1 | -1.5 |
| C[C@H]1CCCn2nncc2COCCNC1=O | 0.0[25 µM] |
| CCOC(=O)c1cc(-c2ccc(F)cc2)n(CC(=O)Nc2nccs2)c1C | 7.3 |
| CC(=O)c1ccc(N2CCN(C(=O)c3ccc(C(=O)c4ccccc4)cc3)CC2)cc1 | -8.4 |
| COCCn1cnc2cc(C)c(C)cc21 | 7.3 |
| O=C(c1cnccn1)N1CC[C@@H]2[C@H](CO)Nc3ccc(-c4ccccc4F)cc3[C@@H]21 | -13.3[25 µM] |
| Cc1noc(C)c1S(=O)(=O)Nc1ccc2c(c1)C(=O)N([C@@H](C)CO)C[C@H](C)[C@@H](CN(C)Cc1ccc(C(=O)O)cc1)OCCCC[C@H](C)O2 | 1.9[25 µM] |
| COCCn1c(=S)[nH]c2cc(C(=O)NCCCN3CCOCC3)ccc2c1=O | 8.6 |
| O=C(Nc1cccc(S(=O)(=O)Nc2ccccc2F)c1)c1ccc2ccccc2n1 | 10.9 |
| COc1ccccc1NC(=O)N1CCCCN2[C@H](CO)[C@@H](c3ccc(C#CC4CCCC4)cc3)[C@@H]2C1 | -2.4[25 µM] |
| O=C(COC(=O)c1ccccc1)NC1CCCCCC1 | -22.1 |
| COc1cccc(CNC(=O)c2ccc(COc3ccccc3)cc2)c1 | -3.3 |
| O=C(CN1C(=O)NC(c2ccc(F)cc2)C1=O)NC1CCCCC1 (stereo unspecified) | -4.0 |
| N#CC(Cc1cccs1)c1nc2ccccc2[nH]1 (stereo unspecified) | -32.7 |
| COc1ccccc1N(CC(=O)Nc1ccc(Br)cc1F)S(=O)(=O)c1cccs1 | 9.4 |
| CCCCN(C(=O)C1CCCO1)c1c(N)n(CC(C)C)c(=O)[nH]c1=O (stereo unspecified) | 20.0 |
| CCN(CC)C(=O)N1CCN(C(=O)N2CCOCC2)CC1 | 11.9 |

The list goes on:
| canonical_smiles | BL2 CD40 inh |
| --- | --- |
| CCc1cnc(N2[C@H](CO)[C@@H](c3ccc(-c4cccc(F)c4)cc3)[C@@H]2C#N)s1 | 15.4[25 µM] |
| CCOC(=O)N1CCC(NC(=O)CN2C(=O)C(CC)Oc3ccc(C)cc32)CC1 (stereo unspecified) | 8.6 |
| COc1ccccc1C(=O)N(C1=NC(C)CS1)c1ccc(Cl)cc1 (stereo unspecified) | 9.5 |
| O=C(Nc1ccc(N2CCCC2)cc1)c1cc2ccccc2o1 | -54.4 |
| O=C(c1ccc(S(=O)(=O)N2CCOCC2)cc1)N1CCc2ccccc21 | 7.6 |
| O=C(C=Cc1cccc(O)c1)c1ccccc1O | -67.2 |
| Cc1ccccc1-c1ccc(C2[C@@H]3CN(S(=O)(=O)c4cn(C)cn4)C[C@H]2N3)cc1 (stereo partly specified) | 2.3&0.3 |
| COc1ccc(C2c3c(n[nH]c3C)CC(C)(O)C2C(C)=O)cc1OC (stereo unspecified) | 6.0 |
| Cc1ccc(-c2cn3cccnc3n2)cc1NC(=O)c1ccc(Br)o1 | -20.6 |
| O=C(CCCOC(=O)c1ccc(O)cc1O)c1ccc(F)cc1 | -7.8 |
| O=C1CCCc2sccc2N1 | 2.7 |
| O=C(NCC(=O)N1CCCC(C(F)(F)F)C1)c1ccc(Oc2ccccc2)cc1 (stereo unspecified) | 23.4 |
| CC(=O)c1sc2nc(-c3ccco3)ccc2c1N | -109.5 |
| CCOc1ccc2oc(C(=O)N3CCCN(C)CC3)c(C)c2c1 | -28.3 |
| Cc1ccccc1N1CCN(C2CCCN(C(=O)CCn3cnnn3)C2)CC1 (stereo unspecified) | 2.9 |
| COc1ccc(S(=O)(=O)N(C)C[C@@H]2Oc3ccc(NC(=O)Nc4ccc(C(F)(F)F)cc4)cc3C(=O)N([C@H](C)CO)C[C@@H]2C)cc1 | 37.6[25 µM] |
| O=C(c1ccccc1F)N1CCN(c2ccc([N+](=O)[O-])c(NCC3CCCO3)c2)CC1 (stereo unspecified) | 9.3 |
| O=C(CC12CC3CC(CC(C3)C1)C2)NCCN1CCOCC1 | -0.3 |
| COc1cc(C2NC(=S)NC(c3ccccc3)=C2C(C)=O)ccc1O (stereo unspecified) | -2.6 |
| CC(=O)c1cccc(NC(=O)C(C)OC(=O)c2cc(C)oc2C)c1 (stereo unspecified) | 4.8 |
| O=C(NCCCN1CCOCC1)c1ccc(-c2ccc(Cl)cc2)o1 | -7.9 |
| c1ccc(-c2nnc3sc(CN4CCC5(CC4)OCCO5)cn23)cc1 | -6.4 |
| CCn1c(OC)nc2c1c(=O)n(C)c(=O)n2C | 13.9 |
| COc1ccc2oc(C(=O)OCC(=O)Nc3ccc(OC)c(S(N)(=O)=O)c3)c(C)c2c1 | -8.3 |
| O=C(CN1CCN(CC(=O)Nc2cccc(F)c2)CC1)Nc1ccc(-c2ccccc2)cc1 | -5.2 |
| C[C@H](CO)N1C[C@H](C)[C@@H](CN(C)CC2CC2)OCCCC[C@H](C)Oc2ccc(NC(=O)c3ccccc3)cc2C1=O | -16.5[25 µM] |
| O=C(COC(=O)/C=C/c1cc(Br)ccc1F)NC1CC1 | -17.2 |
| CC(C)NC(=O)Nc1ccc2c(c1)CC(=O)N(C)C[C@H](C)[C@H](CN(C)S(C)(=O)=O)O2 | 1.2 |
| C=CCOc1ccccc1/C=c1\sc2nc(=O)c(C)nn2c1=O | -3.3 |
| COC(=O)C1CCN(C(=O)Cc2ccc(OC)c(OC)c2)CC1 | 13.2 |
| CCC(=O)c1cn(CC(=O)Nc2ccc(F)cc2)c2ccccc12 | 3.2 |
| N#Cc1cccc(-c2ccc([C@H]3[C@@H](CO)N4CCCCN(Cc5ccccc5F)C[C@@H]34)cc2)c1 | 8.1[25 µM] |
| COCCNC(=O)/C(C#N)=C/c1cccc(OCc2ccccc2)c1 | -13.3 |
| O=C(COC(=O)c1ccccc1O)Nc1ccc(S(=O)(=O)N2CCCCC2)cc1 | 8.9 |
| Cc1ccc(N)c(C(=O)CCCCC(=O)O)c1 | 4.4 |
| O=C(NCCCN1CCCC1=O)c1ccccc1NS(=O)(=O)c1ccc(F)cc1 | 20.5 |
| N#Cc1ccc(-c2ccc(C3[C@@H]4CN(C(=O)c5cccnc5)C[C@H]3N4)cc2)cc1 (stereo partly specified) | 2.4&-5.7[25 µM] |
| C[C@H](CO)N1C[C@H](C)[C@@H](CN(C)CC2CC2)OCCCC[C@H](C)Oc2ccc(NC(=O)CCCCCC(=O)Nc3ccccc3N)cc2C1=O | -23.4 |
| O=C(Nc1cccc([N+](=O)[O-])c1)c1ccc(-c2ccccc2)cc1 | -17.5 |
| C[C@@H]1CN([C@H](C)CO)C(=O)c2cc(NS(=O)(=O)c3ccc(Cl)cc3)ccc2O[C@@H](C)CCCCO[C@H]1CN(C)S(=O)(=O)c1ccccc1 | 5.4 |
| Cc1nc2ccccc2nc1CC(O)(c1ccccc1)c1ccccc1 | 5.8 |
| CN(CC(=O)Nc1ccc(F)c(F)c1F)C(=O)C1=NN(c2ccccc2)C(=O)CC1 | 7.2 |
